# Assay outcomes (PubChem)
# EPAC2 agonist = activates human EPAC2 exchange factor; Q8WZA2; EPAC2 activation, biochemical qHTS; response scale: 100% = 6.5 mM cAMP response; AID 720711; actives 0.079% (n = 360,000); Potency, µM (highest dose often 154 µM), without a hit: at the top dose activation, most hits filed as activators; note: potency is the fitted concentration of half-maximal effect; nearly all actives have a fitted effect of over 50% in size
# Target sequence (Q8WZA2 whole entry, looked up): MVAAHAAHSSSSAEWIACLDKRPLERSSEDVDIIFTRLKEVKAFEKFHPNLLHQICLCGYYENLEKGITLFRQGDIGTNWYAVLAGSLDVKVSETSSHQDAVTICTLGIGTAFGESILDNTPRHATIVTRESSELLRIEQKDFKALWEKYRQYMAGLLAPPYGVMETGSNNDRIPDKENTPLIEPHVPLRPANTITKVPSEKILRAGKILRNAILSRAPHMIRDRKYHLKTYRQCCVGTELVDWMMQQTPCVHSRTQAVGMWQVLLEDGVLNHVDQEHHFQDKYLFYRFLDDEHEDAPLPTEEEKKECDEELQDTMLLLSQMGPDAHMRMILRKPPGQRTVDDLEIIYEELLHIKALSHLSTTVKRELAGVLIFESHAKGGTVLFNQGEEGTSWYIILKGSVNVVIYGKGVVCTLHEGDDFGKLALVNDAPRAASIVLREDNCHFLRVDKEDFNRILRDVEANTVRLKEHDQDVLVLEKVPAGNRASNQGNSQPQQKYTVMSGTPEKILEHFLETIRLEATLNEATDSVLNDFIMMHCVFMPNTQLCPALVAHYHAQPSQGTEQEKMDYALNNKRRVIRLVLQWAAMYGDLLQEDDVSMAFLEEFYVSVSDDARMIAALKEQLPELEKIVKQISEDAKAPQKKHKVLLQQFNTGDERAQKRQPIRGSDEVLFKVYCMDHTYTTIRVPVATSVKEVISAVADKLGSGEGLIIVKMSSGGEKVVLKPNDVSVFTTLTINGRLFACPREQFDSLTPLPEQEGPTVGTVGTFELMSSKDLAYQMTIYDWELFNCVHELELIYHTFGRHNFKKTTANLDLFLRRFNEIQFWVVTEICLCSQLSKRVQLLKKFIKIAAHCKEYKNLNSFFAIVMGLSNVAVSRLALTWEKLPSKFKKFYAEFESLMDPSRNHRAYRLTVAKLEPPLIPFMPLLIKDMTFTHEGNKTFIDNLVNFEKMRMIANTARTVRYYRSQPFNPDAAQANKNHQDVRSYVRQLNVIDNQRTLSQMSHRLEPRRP
#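 Readout is BODIPY fluorescence (480 nm excitation, 540 nm emission), which falls as labeled GDP is exchanged off Rap1B. EPAC2 at 100 nM acted on 250 nM RAP1B-BODIPY-GDP with 50 uM GDP present.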
# Nrf2 ARE act = activates Nrf2 signaling; AREc32 ARE-luciferase reporter (MCF7-derived line), luminescence, 24 h; actives 0.31% (n = 410,000); AID 624171; Potency, µM (highest dose often 46.1 µM), for the others: at the top dose activation, actives largely listed as activators; note: potency is the fitted concentration of half-maximal effect; % of control where 0% means no effect; nearly all actives have a fitted effect of over 65% in size
#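 ARE-driven firefly luciferase activity in AREc32 cells measured after a 24 hr compound exposure at 37 deg C, using Steady-Glo reagent and a 30 min room-temperature hold.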
# HepG2 tox = counter-screen for TGF-b inhibitors: cytotoxicity in HepG2 cells | AID 588856 | HepG2 CAGA-GFP viability, ATP luminescence, 18 h | Potency, µM (doses to about 46.1 µM), for the others: top-dose activity change, negative = cytotoxicity, hits mostly cytotoxic | actives 0.76% (n = 410,000); note: potency is the fitted concentration of half-maximal effect; some results filed as inactive show a strong effect at the top dose
#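 CellTiter-Glo luminescence gave cytotoxicity after 18 hours at 37 degrees C. The cells were HepG2 CAGA-GFP in 1% FBS DMEM, stimulated with 500 pg/mL TGF-beta after compound addition. %Activity was normalised to no-cell wells (complete cell-killing) and DMSO (no toxicity), and curves were fitted and classified.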
# TGFb SMAD3 inh = inhibitors of TGF-b signaling | actives 1.2% (n = 410,000) | Potency, µM (doses to about 46.1 µM), without a hit: at the highest dose activity, negative = inhibition, most hits filed as inhibitors | HepG2 CAGA-GFP TGF-b/SMAD3 reporter, GFP fluorescence, 18 h; TGF-beta stimulated, 500 pg/mL final; note: potency is the fitted concentration of half-maximal effect; % is set by controls: 0 for no effect and ±100 for the full control effect; nearly all actives have a fitted effect of over 65% in size
#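 GFP signal (ex488/em500-530) from TGF-beta-stimulated HEPG2 CAGA-GFP cells, 500 pg/mL final, 18 h at 37 degrees C in DMEM plus 1% FBS, normalized to unstimulated and DMSO-stimulated controls.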
# S2 tox = reduces viability in counter-screen for ATXN expression inhibitors; S2 cells (HEK-293 line with an ATXN2-luciferase reporter) viability, CellTiter-Fluor protease fluorescence, 24 h; Potency, µM (top dose mostly 56.7 µM), usual class: cytotoxic; actives 0.49% (n = 400,000); note: potency is the fitted concentration of half-maximal effect; nearly all actives have a fitted effect of over 40% in size
# Nrf2 inh = inhibitors of Nrf2 signaling; Potency, µM (series often up to 46 µM), for inactives: top-dose activity change, negative = inhibition, actives largely listed as inhibitors; A549 ARE-Fluc reporter, luciferase luminescence, 18-24 h; actives 2.1% (n = 360,000); AID 504444; note: potency is the fitted concentration of half-maximal effect; % is set by controls: 0 for no effect and ±100 for the full control effect; nearly all actives have a fitted effect of over 60% in size
#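 In this cell-based qHTS, ARE-driven firefly luciferase in A549 cells reports Nrf2 activity; the luminescent signal after BugLite lysis is the measured value, with a prior CellTiter-Fluor read for cell health.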
# ATXN2 expr inh = inhibitors of ATXN2 expression; HEK-293 ATXN2-luciferase reporter, luminescence, 24 h; Potency, µM (highest dose often 57 µM), for the others: at the top dose activity change, negative = inhibition, most hits filed as inhibitors; AID 1745845; actives 0.72% (n = 360,000); note: potency is the fitted concentration of half-maximal effect; % is set by controls: 0 for no effect and ±100 for the full control effect; nearly all actives have a fitted effect of over 55% in size
#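 ATXN2-luciferase reporter cells (luciferase flanked by upstream and downstream ATXN2 gene portions) were treated 24 h at 37 °C with compounds at up to 57 uM. SteadyGlo luminescence gave expression; GF-AFC fluorescence gave viability.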
# IL-2 act = activators of IL-2; IL-2 activation reporter assay, cell-based qHTS; stimulated with anti-CD3/CD4/CD28 beads; in transgenic mouse T cells; actives 0.065% (n = 360,000); activation, % (series mostly up to about 46 µM); AID 652025; in the data active = activation above about 50%; inconclusive = mostly about 30% to 49%; note: 0% is about no effect
#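 Screening format: compound pinned onto unstimulated transgenic mouse T cells, 60 min incubation, then anti-CD3/anti-CD4/anti-CD28 bead stimulation for 18 hours at 37 degrees C, followed by EGFP and DsRed detection.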
# A549 tox = counter-screen for Nrf2 inhibitors: cytotoxicity in A549 cells. A549 ARE-Fluc cells, CellTiter-Fluor viability, 18-24 h. Potency, µM (doses to about 46 µM), for the others: at the top dose activity change, negative = cytotoxicity, hits mostly inhibitors. actives 0.16% (n = 390,000). AID 504648; note: potency is the fitted concentration of half-maximal effect; % is set by controls: 0 for no effect and ±100 for the full control effect
#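 A549 ARE-Fluc cells in 5% FBS OPTI-MEM, 5000 cells/well, rested 2 h then exposed to compounds in concentration-response for 18-24 h at 37 °C. Viability by CellTiter-Fluor fluorescence (Ex 405/Em 525) after 30 min; luciferase luminescence (BugLite, 15 min, RT) read afterwards.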
# * = called active by the depositor; i = inactive; ? = inconclusive; nt = not tested or not shown; [ ] = dose if it differs, or a comment. Unless noted, calls come from the whole dose curve; as a rule, active = well fitted curve in the direction sought with a large enough effect; inconclusive = small, poorly fitted or top-dose-only effect, or another doubt; inactive = no such curve, though single readings can be large; an effect the other way counts as inactive or inconclusive.
SMILES,EPAC2 agonist,Nrf2 ARE act,HepG2 tox,TGFb SMAD3 inh,S2 tox,Nrf2 inh,ATXN2 expr inh,IL-2 act,A549 tox
COc1ccc(S(=O)(=O)Nc2cc3c4c(c2)CC(=O)N4CCC3)cc1OC,8%,-0.1%,-12%,19%,?,nt,nt,-2.2,nt
Cc1cc(Cl)ccc1C(O)c1ncc(-c2cccc(C(F)(F)F)c2)[nH]1 (stereo not given),-9%,0.0%,-36%,?,?,nt,0%,-0.4,nt
O=C(CCC1CCCC1)Nc1ccc(C(=O)NCc2cccnc2)cc1,6%,0.4%,-6%,-14%,i,7%,-10%,0.3,15%
Cc1onc(-c2c(Cl)cccc2Cl)c1C(N)=O,-3%,0.4%,12%,-4%,i,-6%,3%,-2.1,26%
COCCNC(=O)C1(C)CCN(C(=O)c2ccc3ccccc3n2)C1 (stereo not given),8%,0.1%,9%,15%,i,nt,3%,0.2,nt
CC(OC(=O)c1cc(=O)[nH]c2ccccc12)C(=O)NCc1ccccc1 (stereo not given),-4%,-0.1%,1%,5%,i,2%,6%,-1.4,1%
O=c1[nH]cc(S(=O)(=O)N2CCCc3ccccc32)c(=O)[nH]1,1%,-0.4%,-2%,-16%,i,3%,8%,0.9,0%
O=C(O)c1ccc(N=C2c3ccccc3-c3ccccc32)cc1,9%,2.8%,6%,8%,i,?,25%,0.0,-1%
Cc1ccc(S(=O)(=O)N2CCOCC2)cc1C(=O)NCCCN1CCCC1=O,6%,-1.1%,7%,11%,i,nt,nt,-2.4,nt
O=C(CSc1n[nH]c(-c2ccccc2)n1)N1CCCC1,8%,2.0%,-15%,-9%,i,-5%,13%,0.5,1%
Cc1cccc(CNC(=O)Nc2nnc([C@@H]3C[C@H](O)[C@@H](CO)O3)s2)c1,8%,0.2%,-4%,22%,i,nt,9%,0.1,nt
COC(=O)CSc1ncc(S(=O)(=O)c2ccccc2)c(=O)[nH]1,6%,0.3%,-2%,4%,i,?,3%,1.0,3%
CC(C)Oc1ccc(CNC(=O)c2ccc(CS(=O)c3cccc(Cl)c3)o2)cc1 (stereo not given),nt,3.1%,-25%,-21%,nt,?,nt,nt,13%
O=C(Nc1ccc2c(c1)CCC2)c1ccc(Cl)nc1,7%,14%,-20%,-5%,i,?,64%[activator],0.6,6%
Cn1c(=O)c2c(-c3ccccc3)n(Cc3cccnc3)cc2n(C)c1=O,9%,0.2%,-2%,-3%,i,2%,0%,-0.7,-13%

# 7 compounds out of the list, arranged by number of heavy atoms, smallest number first.
SMILES,EPAC2 agonist,Nrf2 ARE act,HepG2 tox,TGFb SMAD3 inh,S2 tox,Nrf2 inh,ATXN2 expr inh,IL-2 act,A549 tox
O=C(CSc1n[nH]c(-c2ccccc2)n1)N1CCCC1,8%,2.0%,-15%,-9%,i,-5%,13%,0.5,1%
COC(=O)CSc1ncc(S(=O)(=O)c2ccccc2)c(=O)[nH]1,6%,0.3%,-2%,4%,i,?,3%,1.0,3%
Cc1cc(Cl)ccc1C(O)c1ncc(-c2cccc(C(F)(F)F)c2)[nH]1 (stereo not given),-9%,0.0%,-36%,?,?,nt,0%,-0.4,nt
CC(OC(=O)c1cc(=O)[nH]c2ccccc12)C(=O)NCc1ccccc1 (stereo not given),-4%,-0.1%,1%,5%,i,2%,6%,-1.4,1%
COc1ccc(S(=O)(=O)Nc2cc3c4c(c2)CC(=O)N4CCC3)cc1OC,8%,-0.1%,-12%,19%,?,nt,nt,-2.2,nt
Cc1ccc(S(=O)(=O)N2CCOCC2)cc1C(=O)NCCCN1CCCC1=O,6%,-1.1%,7%,11%,i,nt,nt,-2.4,nt
CC(C)Oc1ccc(CNC(=O)c2ccc(CS(=O)c3cccc(Cl)c3)o2)cc1 (stereo not given),nt,3.1%,-25%,-21%,nt,?,nt,nt,13%

# Remaining list, next part.
SMILES,EPAC2 agonist,Nrf2 ARE act,HepG2 tox,TGFb SMAD3 inh,S2 tox,Nrf2 inh,ATXN2 expr inh,IL-2 act,A549 tox
CS(=O)(=O)Nc1cccc(-c2cnc3ccccc3n2)c1,4%,3.1%,-5%,-2%,i,?,27%,-0.4,1%
O=C(O)c1ccc(N2C(=O)Nc3ccccc3N2O)cc1,-1%,0.0%,-12%,-17%,?,-4%,10%[11.3 µM],-1.5,0%
CCN(CC)CCN(Cc1cc2cccc(C)c2[nH]c1=O)C(=S)Nc1ccccc1,16%,3.0%,-38%,-1%,i,3%,4%,-3.8,-6%
Cn1c(Cc2cccs2)n[nH]c1=S,-1%,-0.5%,6%,-2%,i,-6%,0%,19,-3%
Cc1sc(NC(=O)CSc2nnnn2C)c(C#N)c1C,-3%,5.4%,-3%,9%,i,0%,nt,0.9,-4%
CCCN1CNC(=S)N(c2ccccc2OCC)C1,3%,5.5%,2%,1%,i,1%,-1%,3.4,-3%
Cc1cc(C)nc(SCCS(=O)Cc2ccc(Cl)cc2)n1 (stereo not given),5%,0.1%,-18%,2%,i,-5%,-3%,-0.1,0%
COc1cc(CC(NC(C)=O)C(=O)NC2CCN(C(=O)Nc3ccc(C)cc3)CC2)cc(OC)c1 (stereo not given),-5%,-0.7%,1%,-14%,i,-8%,10%,-0.9,-4%
O=C(NCCC1=CCCCC1)NC12CC3CC(CC(C3)C1)C2,7%,0.7%,-25%,1%,i,?,72%[activator],1.2,-4%
O=C(CCC1CCCC1)N1CCc2c([nH]c3ccccc23)C1c1ccc(F)cc1 (stereo not given),nt,0.0%,-32%,?,nt,nt,nt,nt,-4%
O=C(CCN1CCOCC1)c1ccc(N2CCCCC2)cc1,6%,0.7%,-99%,14µM*,?,-24%,?,-0.8,-10%
C=CCC1(CC=C)CC(Cc2cnccn2)N(C(=O)OC(C)(C)C)C1 (stereo not given),-1%,0.0%,-25%,9%,i,nt,-19%,-0.7,nt
COc1ccc(NC(=O)CS(=O)(=O)Cc2ccccc2)c([N+](=O)[O-])c1,?,2.8%,-23%,4%,i,15%,5%,3.9,5%
Cc1ccc(C(=O)Cn2cnc3ccccc3c2=O)cc1C,9%,7.0%,-22%,-3%,i,?,35%[activator],-0.3,0%
Cc1ccc(C(C)C)c(OCC(=O)Nc2ccc(C(=O)OC3CCCCC3)cc2)c1,nt,0.9%,-8%,-3%,i,-4%,14%,nt,-2%
Cc1ccc(NC(=O)NNC(=O)COc2ccc3ccccc3c2)cc1,7%,0.2%,-13%,-25%,i,?,-8%,-1.1,14%
O=C(OCC(=O)N1CCN(c2ccccc2)CC1)C1CCCN1S(=O)(=O)c1ccc(Cl)cc1 (stereo not given),-5%,-0.8%,-19%,0%,?,-2%,-14%,-3.5,-4%
NNC(=O)c1ccc(-c2ccccc2F)cc1,6%,3.3%,-18%,-15%,?,0%,nt,0.7,-16%
O=C(NC1CCCCC1)C(c1ccncc1)N(C(=O)Cc1cccs1)c1ccccc1 (stereo not given),8%,-0.4%,-10%,-23%,i,4%,-16%,1.8,2%
O=C(C#Cc1ccccc1)Nc1cccc(F)c1,8%,5.9%,-5%,4µM*,?,15%,?,-1.1,-4%
Cc1ccc(NC(=O)c2noc3c2CCCCC3)cc1,-1%,0.0%,-12%,-1%,i,nt,21%,2.5,-3%
CC(=O)c1cccc(NC(=O)C2CCN(C(=O)c3cnn(-c4ccccc4)c3-n3cccc3)CC2)c1,nt,5.4%,4%,?,i,?,1%,nt,5%
CC1CCN(CCc2nc3cc(NC(=O)NC4CCCCC4)ccc3n2C)CC1,7%,4.2%,-12%,3%,?,nt,11%,1.9,-6%
NC(=O)c1cccc(-c2ccnc3c2CC(C(=O)Nc2cccc(Oc4ccccc4)c2)O3)c1 (stereo not given),13%,-1.0%,-22%,?,i,nt,?,-0.3,nt
COc1ccc(-n2c(N)cc(=O)nc2SCC(=O)NC2CCCCC2)cc1,15%,0.2%,-9%,17%,i,5%,-8%,0.5,10%
O=C(CP(=O)(O)CC(=O)c1ccccc1)c1ccccc1,3%,0.1%,9%,-2%,i,-14%,5%,-0.3,-11%
O=C(NC1CCCC1)C(c1ccncc1)N(C(=O)Cc1cccs1)c1ccc(F)cc1 (stereo not given),3%,-0.1%,9%,6%,i,16%,-6%,-0.5,-5%
O=Cc1cccc2ccc3cccc(C(=O)O)c3c12,2%,11%,-47%,0%,?,-24%,8%,0.3,-12%
COc1ccc(-n2ncc3c2CC(C)(C)CC3NC(=O)CCn2cncn2)cc1 (stereo not given),7%,-0.3%,3%,9%,i,-5%,-4%,-4.0,-9%
Cc1ccc(C(=O)N2CCCCC2)cc1NC1=C(Cl)C(=O)N(Cc2ccccc2)C1=O,6%,-3.7%,-3%,?,?,-28%,nt,-0.5,-11%

# Individual results from above.
# Value for `COc1ccc(-n2ncc3c2CC(C)(C)CC3NC(=O)CCn2cncn2)cc1` (stereo not given) under TGFb SMAD3 inh: 9%
# Value for `COc1ccc(-n2c(N)cc(=O)nc2SCC(=O)NC2CCCCC2)cc1` under HepG2 tox: -9%
# Value for `NNC(=O)c1ccc(-c2ccccc2F)cc1` under IL-2 act: 0.7
# Value for `NC(=O)c1cccc(-c2ccnc3c2CC(C(=O)Nc2cccc(Oc4ccccc4)c2)O3)c1` (stereo not given) under EPAC2 agonist: 13%
# Value for `O=Cc1cccc2ccc3cccc(C(=O)O)c3c12` under Nrf2 inh: -24%
# Value for `Cc1ccc(NC(=O)c2noc3c2CCCCC3)cc1` under HepG2 tox: -12%
# Value for `Cc1ccc(C(=O)N2CCCCC2)cc1NC1=C(Cl)C(=O)N(Cc2ccccc2)C1=O` under Nrf2 ARE act: -3.7%

# An unsorted share of the library; overall some 4.3% were active at least once.
